Bioassay records (PubChem)
NCI-60 one-dose screen, 48 h, at 10 µM unless noted. Numbers give growth in % (100 = growth as untreated, 0 = no growth, -100 = all killed).
NCI-H322M: NCI-H322M lung cancer; 2.7% of 80,000 active
NCI-H23: NCI-H23 lung cancer; 4% of 80,000 active
NCI-H522: NCI-H522 lung cancer; AID 1794739; 8% of 78,000 active
HT29: HT29 colon cancer; 7.4% of 81,000 active; AID 1794748
COLO 205: COLO 205 colon cancer; 7.3% of 79,000 active; AID 1794742
NCI-H226: NCI-H226 lung cancer; 3.5% of 79,000 active
SW-620: SW-620 colon cancer | 5.2% of 82,000 active
HCT-15: HCT-15 colon cancer; 5.2% of 82,000 active
NCI-H460: NCI-H460 lung cancer. 6.8% of 82,000 active. AID 1794736
An asterisk follows results filed as active; & = joins results of further samples. Rule for the calls: active = growth percent below 10; inactive = the rest.

How did OC(c1ccc2ccccc2n1)c1c(Cl)cccc1Cl (stereo unspecified) do in these assays?
NCI-H322M: 99; NCI-H23: 93; NCI-H522: 87; HT29: 94; COLO 205: 106; NCI-H226: 102; SW-620: 102; HCT-15: 96; NCI-H460: 96

What do the screens show for `CCOC(=O)c1cc(CCCSc2ccc(-c3noc(C(F)(F)F)n3)cc2C)on1`?
NCI-H322M: 106; NCI-H23: 104; NCI-H522: 92; HT29: 114; NCI-H226: 92; SW-620: 101; HCT-15: 101; NCI-H460: 105

What do the screens show for `Cc1ccc2nc(SCC(=O)Nc3ccc(-c4nc5ccccc5s4)c(Cl)c3)[nH]c2c1`?
NCI-H322M: 101; NCI-H23: 109; HT29: 106; COLO 205: 107; NCI-H226: 99; SW-620: 111; HCT-15: 101; NCI-H460: 116

How did Oc1cccc(-c2nc(-c3n[nH]c(=S)n3-c3ccccc3)cc3c2[nH]c2ccccc23)c1 do in these assays?
NCI-H322M: 14; NCI-H23: 43; NCI-H522: -28*; HT29: 6.6*; COLO 205: 68; NCI-H226: 53; SW-620: 20; HCT-15: 20; NCI-H460: 8.8*

How did CC(=O)CC(=O)SC1=NCCS1 do in these assays?
NCI-H322M: 113; NCI-H23: 108; NCI-H522: 96; HT29: 105; COLO 205: 109; NCI-H226: 112; SW-620: 98; HCT-15: 100; NCI-H460: 106

Results for O=C(Nc1ccc(Br)cc1F)c1cc(Br)ccc1O ?
NCI-H322M: -4.8*; NCI-H23: 0.1*; NCI-H522: -7.8*; HT29: 59; COLO 205: 86; NCI-H226: -1.2*; SW-620: 8.6*; HCT-15: 4.5*; NCI-H460: 3.4*

Results for CC[C@H](C)[C@H]1NC(=O)Nc2nc3ccccn3c2C1=O ?
NCI-H322M: 98; NCI-H23: 108; NCI-H522: 88; HT29: 94; COLO 205: 108; NCI-H226: 103; SW-620: 109; HCT-15: 103; NCI-H460: 104

How did O=C(O)c1cccc([N+](=O)[O-])c1C(=O)O do in these assays?
NCI-H322M: 105; NCI-H23: 96; NCI-H522: 96; HT29: 96; COLO 205: 114; NCI-H226: 95; SW-620: 102; HCT-15: 98; NCI-H460: 107

Results for FC(F)(F)c1cccc(Oc2ccc(Nc3ncnc4ccc(OCCCN5CCOCC5)cc34)cc2Cl)c1 ?
NCI-H322M: 37; NCI-H23: 76; NCI-H522: 35; HT29: 5.0*; COLO 205: 47; NCI-H226: 85; SW-620: 32; HCT-15: -40*; NCI-H460: 14

How did Cc1c(C(=O)Nc2ccccc2)nnn1-c1ccc(Cl)cc1 do in these assays?
NCI-H322M: 112; NCI-H23: 96; NCI-H522: 86; HT29: 99; COLO 205: 111; NCI-H226: 101; SW-620: 97; HCT-15: 99; NCI-H460: 103

What do the screens show for `O=C(CCCCCCN1CC(=O)N2[C@@H](C3CCCCC3)c3[nH]c4ccccc4c3C[C@H]2C1=O)NO`?
NCI-H322M: 79; NCI-H23: 72; NCI-H522: 40; HT29: 59; COLO 205: 63; NCI-H226: 97; SW-620: 47; HCT-15: 115; NCI-H460: 61

What do the screens show for `COc1ccccc1CNC(=O)C1CSC2c3ccccc3C(=O)N12` (stereo unspecified)?
NCI-H322M: 101; NCI-H23: 106; NCI-H522: 70; HT29: 77; COLO 205: 111; SW-620: 106; HCT-15: 107; NCI-H460: 110

What do the screens show for `COC(=O)c1c([N+](=O)[O-])ncn1[C@H]1OC[C@@H](OC(C)=O)[C@@H](OC(C)=O)[C@@H]1OC(C)=O`?
NCI-H322M: 126; NCI-H23: 110; NCI-H522: 86; HT29: 98; COLO 205: 107; NCI-H226: 91; SW-620: 83; HCT-15: 108; NCI-H460: 87

Results for Cn1c(=O)c2c(nc(Nc3nc(Nc4ccc(S(N)(=O)=O)cc4)cs3)n2Cc2ccccc2)n(C)c1=O ?
NCI-H322M: 96; NCI-H23: 84; NCI-H522: 90; HT29: 99; COLO 205: 96; NCI-H226: 86; SW-620: 95; HCT-15: 95; NCI-H460: 100

How did COc1ccc2c(c1)c(-c1cc(N)n3nc(-c4cn(C)c5ccccc45)cc3n1)cn2C do in these assays?
NCI-H322M: -42*; NCI-H522: -64*; HT29: -65*; COLO 205: -83*; NCI-H226: -44*; SW-620: -58*; HCT-15: -80*; NCI-H460: -45*

How did COc1cc(/C=N\NC(=O)c2ccncc2)ccc1O do in these assays?
NCI-H322M: 120; NCI-H23: 101; NCI-H522: 94; HT29: 99; COLO 205: 119; NCI-H226: 98; SW-620: 104; HCT-15: 100; NCI-H460: 110

What do the screens show for `C=CCN(CN(CC)CC)CN(CC)CC`?
NCI-H322M: 99; NCI-H23: 104; NCI-H522: 82; HT29: 99; COLO 205: 125; NCI-H226: 120; SW-620: 103; HCT-15: 99; NCI-H460: 102

How did CCOC(=O)CC(C)(C)C1CC1 do in these assays?
NCI-H322M: 89; NCI-H23: 101; NCI-H522: 99; HT29: 104; COLO 205: 97; NCI-H226: 99; SW-620: 107; HCT-15: 100

Results for COc1ccc(-c2nc3c(c(C)nn3-c3ccc(F)cc3)c(=O)[nH]2)cc1 ?
NCI-H322M: 79; NCI-H23: 83; NCI-H522: 81; HT29: 59; COLO 205: 74; NCI-H226: 33; SW-620: 75; HCT-15: 83; NCI-H460: 28

How did NC(=O)C1(Nc2ccc(Cl)cc2)CCCC1 do in these assays?
NCI-H322M: 93; NCI-H23: 112; NCI-H522: 108; HT29: 97; COLO 205: 110; NCI-H226: 96; SW-620: 97; HCT-15: 94; NCI-H460: 101

Arranged by SMILES length (ascending): some entries from above.
How did CCOC(=O)CC(C)(C)C1CC1 do in these assays?
NCI-H322M: 89; NCI-H23: 101; NCI-H522: 99; HT29: 104; COLO 205: 97; NCI-H226: 99; SW-620: 107; HCT-15: 100

What do the screens show for `C=CCN(CN(CC)CC)CN(CC)CC`?
NCI-H322M: 99; NCI-H23: 104; NCI-H522: 82; HT29: 99; COLO 205: 125; NCI-H226: 120; SW-620: 103; HCT-15: 99; NCI-H460: 102

How did NC(=O)C1(Nc2ccc(Cl)cc2)CCCC1 do in these assays?
NCI-H322M: 93; NCI-H23: 112; NCI-H522: 108; HT29: 97; COLO 205: 110; NCI-H226: 96; SW-620: 97; HCT-15: 94; NCI-H460: 101

Results for O=C(Nc1ccc(Br)cc1F)c1cc(Br)ccc1O ?
NCI-H322M: -4.8*; NCI-H23: 0.1*; NCI-H522: -7.8*; HT29: 59; COLO 205: 86; NCI-H226: -1.2*; SW-620: 8.6*; HCT-15: 4.5*; NCI-H460: 3.4*

How did O=C(O)c1cccc([N+](=O)[O-])c1C(=O)O do in these assays?
NCI-H322M: 105; NCI-H23: 96; NCI-H522: 96; HT29: 96; COLO 205: 114; NCI-H226: 95; SW-620: 102; HCT-15: 98; NCI-H460: 107

What do the screens show for `COc1ccccc1CNC(=O)C1CSC2c3ccccc3C(=O)N12` (stereo unspecified)?
NCI-H322M: 101; NCI-H23: 106; NCI-H522: 70; HT29: 77; COLO 205: 111; SW-620: 106; HCT-15: 107; NCI-H460: 110

What do the screens show for `CCOC(=O)c1cc(CCCSc2ccc(-c3noc(C(F)(F)F)n3)cc2C)on1`?
NCI-H322M: 106; NCI-H23: 104; NCI-H522: 92; HT29: 114; NCI-H226: 92; SW-620: 101; HCT-15: 101; NCI-H460: 105

What do the screens show for `Cc1ccc2nc(SCC(=O)Nc3ccc(-c4nc5ccccc5s4)c(Cl)c3)[nH]c2c1`?
NCI-H322M: 101; NCI-H23: 109; HT29: 106; COLO 205: 107; NCI-H226: 99; SW-620: 111; HCT-15: 101; NCI-H460: 116

Results for FC(F)(F)c1cccc(Oc2ccc(Nc3ncnc4ccc(OCCCN5CCOCC5)cc34)cc2Cl)c1 ?
NCI-H322M: 37; NCI-H23: 76; NCI-H522: 35; HT29: 5.0*; COLO 205: 47; NCI-H226: 85; SW-620: 32; HCT-15: -40*; NCI-H460: 14

What do the screens show for `O=C(CCCCCCN1CC(=O)N2[C@@H](C3CCCCC3)c3[nH]c4ccccc4c3C[C@H]2C1=O)NO`?
NCI-H322M: 79; NCI-H23: 72; NCI-H522: 40; HT29: 59; COLO 205: 63; NCI-H226: 97; SW-620: 47; HCT-15: 115; NCI-H460: 61

Results for Cn1c(=O)c2c(nc(Nc3nc(Nc4ccc(S(N)(=O)=O)cc4)cs3)n2Cc2ccccc2)n(C)c1=O ?
NCI-H322M: 96; NCI-H23: 84; NCI-H522: 90; HT29: 99; COLO 205: 96; NCI-H226: 86; SW-620: 95; HCT-15: 95; NCI-H460: 100

Remaining list, next part:
How did COC1=C[C@]23CCC(=O)N2CCc2cc4c(cc2[C@@H]3[C@@H]1OC(=O)C(C)(C)O)OCO4 do in these assays?
NCI-H322M: 99; NCI-H23: 97; NCI-H522: 81; HT29: 105; COLO 205: 114; NCI-H226: 91; SW-620: 102; HCT-15: 103; NCI-H460: 106

Results for COc1ccc(C(=O)COc2ccc3c(c2)O/C(=C\c2ccc(Cl)cc2)C3=O)cc1 ?
NCI-H322M: 90; NCI-H23: 95; NCI-H522: 74; HT29: 94; COLO 205: 118; NCI-H226: 99; SW-620: 93; HCT-15: 97; NCI-H460: 95

What do the screens show for `Clc1ccccc1CSc1ncnc2nc[nH]c12`?
NCI-H322M: 104; NCI-H23: 100; NCI-H522: 88; HT29: 98; NCI-H226: 84; SW-620: 103; HCT-15: 103; NCI-H460: 108

How did COc1ccc2c(c1)c1n[nH]c(=S)nc1n2CC(=O)O do in these assays?
NCI-H322M: 103; NCI-H23: 98; NCI-H522: 104; HT29: 108; COLO 205: 120; NCI-H226: 90; SW-620: 103; HCT-15: 103; NCI-H460: 108

What do the screens show for `CC(=O)N(CC(O)CO)c1c(I)c(C(=O)NCCO)c(I)c(C(=O)NCC(O)CO)c1I` (stereo unspecified)?
NCI-H322M: 93; NCI-H522: 98; HT29: 100; COLO 205: 105; NCI-H226: 99; SW-620: 109; HCT-15: 96; NCI-H460: 111

Results for Cc1nc2ncccc2c(=O)n1-c1ccc(S(=O)(=O)Nc2nccs2)cc1 ?
NCI-H322M: 103; NCI-H23: 94; NCI-H522: 81; HT29: 90; COLO 205: 109; NCI-H226: 80; SW-620: 105; HCT-15: 109; NCI-H460: 106

Results for N#Cc1c(N)nc2c(c(N)nn2-c2ccccc2)c1-c1ccc(Cl)cc1 ?
NCI-H322M: 84; NCI-H23: 62; NCI-H522: 68; HT29: 107; COLO 205: 120; NCI-H226: 87; SW-620: 69; HCT-15: 75; NCI-H460: 45

What do the screens show for `O=S(=O)(NCCCNc1cc(-c2c(-c3cccc(O)c3)nc3sccn23)ccn1)c1cccc(F)c1`?
NCI-H322M: 95; NCI-H23: 88; NCI-H522: 78; HT29: 90; COLO 205: 86; NCI-H226: 81; SW-620: 112; HCT-15: 74; NCI-H460: 87

Results for CN1C(=O)C(Nc2ccc(C(=O)Nc3ccc(Cl)cc3)cc2)=C(c2ccccc2)C1=O ?
NCI-H322M: 84; NCI-H23: 72; NCI-H522: 40; HT29: 34; COLO 205: 70; NCI-H226: 90; SW-620: 94; HCT-15: 52; NCI-H460: 76

Results for Clc1ccc(CSCc2ccc(Cl)cc2)cc1 ?
NCI-H322M: 105; NCI-H23: 106; NCI-H522: 95; HT29: 104; COLO 205: 107; NCI-H226: 101; SW-620: 108; HCT-15: 100; NCI-H460: 104

What do the screens show for `CC(=O)Nc1ccc(S(=O)(=O)CCc2ccncc2)cc1`?
NCI-H322M: 94; NCI-H23: 99; NCI-H522: 71; HT29: 85; COLO 205: 101; NCI-H226: 94; SW-620: 103; HCT-15: 106; NCI-H460: 104

What do the screens show for `CC(=O)Oc1ccc(OC(C)=O)c(C(=O)O)c1`?
NCI-H322M: 96; NCI-H23: 93; NCI-H522: 92; HT29: 101; COLO 205: 109; NCI-H226: 100; SW-620: 109; HCT-15: 108; NCI-H460: 110

What do the screens show for `CCN(CC)CCSCCN(CC)CC`?
NCI-H322M: 109; NCI-H23: 102; NCI-H522: 84; HT29: 104; COLO 205: 106; NCI-H226: 101; SW-620: 99; HCT-15: 98; NCI-H460: 102

How did COc1cc(OC)c(C(=O)/C=C/c2ccc(C(F)(F)F)cc2)c(OC)c1 do in these assays?
NCI-H322M: 62; NCI-H23: 42; NCI-H522: 29; HT29: 27; COLO 205: 87; NCI-H226: 65; SW-620: 10.0*; HCT-15: 29; NCI-H460: 23

What do the screens show for `COc1cc(/C=C2\C(=O)N(CCCCCCOc3cc(O)c4c(=O)cc(-c5ccccc5)oc4c3)c3ccccc32)cc(OC)c1OC`?
NCI-H322M: 90; NCI-H23: 99; NCI-H522: 74; HT29: 102; COLO 205: 92; NCI-H226: 83; SW-620: 106; HCT-15: 91; NCI-H460: 98

What do the screens show for `O=c1oc2c(cc1-c1ccc(F)cc1)C(O)Oc1ccccc1-2` (stereo unspecified)?
NCI-H322M: 83; NCI-H23: 99; HT29: 67; COLO 205: 101; NCI-H226: 105; SW-620: 45; HCT-15: 63; NCI-H460: 81

Results for COc1ccc(/C=C/C(=O)c2ccc(NC(=O)CSc3nc(-c4ccc(OC)c(OC)c4)c(C#N)c(=O)[nH]3)cc2)cc1OC ?
NCI-H322M: 69; NCI-H23: 75; NCI-H522: 37; HT29: 88; COLO 205: 101; NCI-H226: 99; SW-620: 104; HCT-15: 50; NCI-H460: 92

How did CC(=O)/C(C)=N\OC(=O)Nc1ccccc1 do in these assays?
NCI-H322M: 101; NCI-H23: 94; NCI-H522: 98; HT29: 99; COLO 205: 96; NCI-H226: 104; SW-620: 107; HCT-15: 103; NCI-H460: 107

Results for O=C(CCl)NC(Cc1c[nH]c2ccccc12)C(=O)O (stereo unspecified) ?
NCI-H322M: 103&101; NCI-H23: 99&105; NCI-H522: 90&96; HT29: 94&103; COLO 205: 97&103; NCI-H226: 92&99; SW-620: 99; HCT-15: 103&105; NCI-H460: 103&109

Results for CC(C)(NC(=O)O[C@H]1CCNC1)c1csc(-c2ccc(F)cc2)n1 ?
NCI-H322M: 90; NCI-H23: 103; NCI-H522: 94; HT29: 98; COLO 205: 107; NCI-H226: 97; SW-620: 95; HCT-15: 95; NCI-H460: 107
